Tb PGK inh – blocks T. brucei phosphoglycerate kinase; P07378; PGK/GAPDH coupled, Kinase-Glo luminescence, 60 min; Potency, µM (titrated, usually from 57.5 µM), for the others: at the top dose activity change, negative = inhibition, hits mostly inhibitors; 0.043% of 380,000 active; note: % is set by controls: 0 for no effect and ±100 for the full control effect; nearly all actives have a fitted effect of over 60% in size
Target sequence (P07378 whole entry, looked up): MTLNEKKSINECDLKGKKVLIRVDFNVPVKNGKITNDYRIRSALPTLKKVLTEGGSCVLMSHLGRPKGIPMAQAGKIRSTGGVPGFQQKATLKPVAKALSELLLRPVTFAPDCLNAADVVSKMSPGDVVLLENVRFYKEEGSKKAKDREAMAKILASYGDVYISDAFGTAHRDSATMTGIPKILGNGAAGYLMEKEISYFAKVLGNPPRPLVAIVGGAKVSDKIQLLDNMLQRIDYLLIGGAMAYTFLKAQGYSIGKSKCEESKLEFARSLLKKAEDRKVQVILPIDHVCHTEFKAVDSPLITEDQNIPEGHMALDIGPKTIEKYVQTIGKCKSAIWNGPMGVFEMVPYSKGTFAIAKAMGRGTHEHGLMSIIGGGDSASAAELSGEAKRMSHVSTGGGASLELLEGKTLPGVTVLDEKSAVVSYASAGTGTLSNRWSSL
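Luminescent ATP detection (Kinase-Glo Plus) follows a 60-minute room-temperature incubation, with wells lacking PGK as controls. Buffer: 100 mM TEA (pH 7.6), 5 mM MgCl2, 0.01% Tween-20. Coupling enzyme GAPDH (100 nM final) supplies unstable 1,3-BPG in-well.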
GLS inhibitor – blocks human kidney-isoform glutaminase activity. O94925. GLS enzymatic activity, qHTS titration. Potency, µM (series often up to 45.5 µM), for inactives: at the highest dose activity change, negative = inhibition, hits mostly inhibitors. 0.21% of 410,000 active; note: % is set by controls: 0 for no effect and ±100 for the full control effect
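hKGA in 45 mM KH2PO4 (pH 8.2), 0.02% Tween-20 with compound, then 1mM L-Glutamine (stock as added) plus glutamate oxidase/HRP/Amplex red coupling mix. Fluorescence read initially and after 30 min at RT; signal change reflects glutamate formation.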
JMJD2A Tudor inh – inhibitors of human JMJD2A Tudor domain; O75164; AlphaScreen JMJD2A-Tudor / H3K4me3 peptide binding; Potency, µM (series often up to 114 µM), for the others: top-dose activity change, negative = inhibition, hits mostly inhibitors; 4.4% of 390,000 active; AID 504339; note: % is set by controls: 0 for no effect and ±100 for the full control effect; nearly all actives have a fitted effect of over 50% in size
BAZ2B block – inhibitors of human BAZ2B bromodomain; Q9UIF8; AlphaScreen BAZ2B-H3K14Ac peptide displacement; Potency, µM (titrated, usually from 114 µM), for inactives: top-dose activity change, negative = inhibition, actives largely listed as inhibitors; 4.4% of 360,000 active; note: % is set by controls: 0 for no effect and ±100 for the full control effect; nearly all actives have a fitted effect of over 60% in size
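In this displacement format the biotinylated H3(5-23) peptide acetylated at Lys14 serves as ligand at 50 nM, with BAZ2B at 50 nM in PBS pH 7.4 containing 0.01% Tween-20. Donor and acceptor beads are 10 ug/mL final.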
G9a inh – blocks human histone lysine methyltransferase G9a; G9a H3K9 monomethylation, AlphaScreen, 2 h; Potency, µM (doses to about 102 µM), without a hit: at the highest dose activity, negative = inhibition, usual class: inhibitors; 8.8% of 350,000 active; AID 504332; note: % is set by controls: 0 for no effect and ±100 for the full control effect; nearly all actives have a fitted effect of over 75% in size
Target sequence (Q96KQ7 913-1193 limits assumed): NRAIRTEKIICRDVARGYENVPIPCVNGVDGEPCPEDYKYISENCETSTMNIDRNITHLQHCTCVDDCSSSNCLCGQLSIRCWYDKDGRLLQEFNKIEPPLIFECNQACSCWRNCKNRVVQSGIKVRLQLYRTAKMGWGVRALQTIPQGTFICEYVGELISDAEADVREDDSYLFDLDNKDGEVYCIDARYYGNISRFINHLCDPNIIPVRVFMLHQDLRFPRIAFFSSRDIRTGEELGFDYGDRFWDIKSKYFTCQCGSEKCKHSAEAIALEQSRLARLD
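Enzyme 20 nM + cpd, 15 min RT; add b-H3K9 pep 500 nM / SAM 20 uM; 2 h RT; anti-H3K9me1 Ab 0.5 ug/mL + SA donor / anti-rabbit acceptor beads 20 ug/mL each, 10 min; AlphaScreen read.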
POLI inh – blocks human DNA polymerase iota activity. AID 588590. Q9UNA4. 1% of 390,000 active. Potency, µM (highest dose often 115 µM), for the others: at the top dose activity, negative = inhibition, usual class: inhibitors. Pol iota fluorescent replication assay, 10 min
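Pol iota at 10 nM preincubated 15 min with compounds at room temperature; reaction started with fluorescent substrate, 50 nM final. Fluorescence read kinetically at 0 and 10 min; buffer-only wells as negative control.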
HP1b chromo inh – blocks HP1-beta chromodomain binding to methylated histone tails. AlphaScreen HP1-beta / biotin-H3K9me3 peptide binding. Potency, µM (highest dose often 114 µM), without a hit: at the top dose activity change, negative = inhibition, usual class: inhibitors. 0.56% of 390,000 active. AID 540317; note: nearly all actives have a fitted effect of over 70% in size; inactives centre near 23
Target sequence (P83916 whole entry, looked up): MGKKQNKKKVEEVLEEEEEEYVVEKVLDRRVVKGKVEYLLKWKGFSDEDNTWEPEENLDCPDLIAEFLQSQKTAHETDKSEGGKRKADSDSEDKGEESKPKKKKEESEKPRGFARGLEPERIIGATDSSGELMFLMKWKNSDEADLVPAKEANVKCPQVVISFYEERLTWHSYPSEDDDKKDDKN
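AlphaScreen: HP1-beta (50 nM) preformed 30 min with biotin-H3(1-18)K9me3 peptide (50 nM) in PBS pH 7.4, 0.01% Tween-20. Compound added for 30 min at RT, then streptavidin donor/nickel chelate acceptor beads (10 ug/mL) for 30 min.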
Pin1 inhibitor – blocks the human prolyl isomerase Pin1; 0.009% of 390,000 active; Pin1 FP peptide displacement, HiFluor488, 10 min; Potency, µM (series often up to 115 µM), for inactives: top-dose activity, negative = inhibition, actives largely listed as inhibitors; Q13526; active = well fitted inhibition curve with a large enough effect in the polarisation, with a control signal flat, not every such curve was filed as active; inconclusive = small, poorly fitted or top-dose-only effect, or effect the other way, or a change in a side signal; inactive = no such curve, though single readings can be large or run the other way; the % refers to the polarisation; note: % is set by controls: 0 for no effect and ±100 for the full control effect
Target sequence (Q13526 whole entry, looked up): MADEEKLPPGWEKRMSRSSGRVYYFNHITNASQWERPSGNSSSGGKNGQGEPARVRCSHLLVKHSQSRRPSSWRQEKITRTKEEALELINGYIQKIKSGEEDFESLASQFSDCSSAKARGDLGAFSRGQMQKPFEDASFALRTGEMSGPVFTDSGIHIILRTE
BLM helicase inh – Bloom syndrome helicase (human) inhibition; P54132; recombinant BLM DNA unwinding, fluorescence dequenching; Potency, µM (top dose mostly 56.1 µM), for the others: at the highest dose activity change, negative = inhibition, usual class: inhibitors; 0.2% of 350,000 active;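 note: plate controls were vehicle for no effect and no enzyme for full effect; nearly all actives have a fitted effect of over 35% in size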
Active calls of the source: *; i = inactive; ? = inconclusive; . = not tested or not shown; & = joins results of further samples; [ ] = another dose, or the depositor's remark. Unless noted, calls come from the whole dose curve; as a rule, active = well fitted curve in the direction sought with a large enough effect; inconclusive = small, poorly fitted or top-dose-only effect, or another doubt; inactive = no such curve, though single readings can be large; an effect the other way counts as inactive or inconclusive. Potency is the fitted concentration of half-maximal effect.

Sample of the layout (three entries):
SMILES	Tb PGK inh	GLS inhibitor	JMJD2A Tudor inh	BAZ2B block	G9a inh	POLI inh	HP1b chromo inh	Pin1 inhibitor	BLM helicase inh
CCN1CCN(c2cc(C)c3cc(NC(=O)c4ccc(Br)o4)ccc3n2)CC1	0%	-1%	?	71µM*	?	16%	6%	?	3%
Nc1nonc1-c1noc(CCCOc2ccc(Cl)cc2Cl)n1	-9%	-7%	-15%	8%	5%[59 µM]	-14%	36%	0%	-3%
CN(Cc1ccc(Cl)cc1)C(=O)COC(=O)CSc1ccc([N+](=O)[O-])cc1	-6%	10%	-29%	-9%	2%[12.7 µM]	3%	-1%	6%	.

Main list, repeating the preview:
SMILES	Tb PGK inh	GLS inhibitor	JMJD2A Tudor inh	BAZ2B block	G9a inh	POLI inh	HP1b chromo inh	Pin1 inhibitor	BLM helicase inh
CCN1CCN(c2cc(C)c3cc(NC(=O)c4ccc(Br)o4)ccc3n2)CC1	0%	-1%	?	71µM*	?	16%	6%	?	3%
Nc1nonc1-c1noc(CCCOc2ccc(Cl)cc2Cl)n1	-9%	-7%	-15%	8%	5%[59 µM]	-14%	36%	0%	-3%
CN(Cc1ccc(Cl)cc1)C(=O)COC(=O)CSc1ccc([N+](=O)[O-])cc1	-6%	10%	-29%	-9%	2%[12.7 µM]	3%	-1%	6%	.
O=c1[nH]c2ccccc2nc1Cc1ccccc1	-9%	-11%	-19%	-24%	-3%[0.501 µM]	9%	29%	3%	0%
COC(=O)c1ccccc1NC(=O)c1ccc2nc(Cc3ccccc3)oc2c1	-8%	3%	5%	19%	39%[59 µM]	30%	39%[57 µM]	-16%	-5%
CCC(C)c1ccccc1O (stereo unspecified)	0%	-4%	-1%	-3%	-1%[0.501 µM]	-8%	44%[activator]	1%	.
CCOC(=O)N1CCN(C(=O)c2ccc(S(=O)(=O)Nc3ccccc3)cc2)CC1	i	16%	-16%	.	.	14%	34%	-20%	.
Cc1cccc2cc(COC(=O)c3ccccc3)c(=O)[nH]c12	-1%	-4%	-24%	.	-9%[59 µM]	-6%	30%	-4%	-2%
Oc1c(C(c2cccs2)N2CCC3(CC2)OCCO3)sc2ncnn12 (stereo unspecified)	i	-9%	3%	-4%	?	16%	33%	-11%	-2%
CCc1cnc2c(c1SCC(=O)Nc1ccc(OC)c(OC)c1)c(=O)n(C)c(=O)n2C	-3%	1%	-3%	-8%	2%[59 µM]	15%	27%	-5%	2%
CC(Oc1ccccc1)C(=O)NN1Cc2ccccc2C1=N (stereo unspecified)	7%	1%	5%	13%	16%	-29%	12%	-2%	2%
Cc1cc(-c2ccc(S(=O)(=O)Nc3cccc(C(F)(F)F)c3)s2)on1	-5%	1%	-21%	-2%	-2%[59 µM]	-4%	7%	5%	-6%
Cc1ccc(S(=O)(=O)NC(=O)COc2ccccc2C)c(C)c1	1%	13%	1%	-12%	26%	0%	15%	-17%	2%
Cc1cccc(NC(=O)c2cc(NC(=O)c3ccco3)ccc2N2CCCCC2)c1	-4%	1%	-26%	1%	12%[12.7 µM]	69%[activator]	23%	4%	-5%
CCOC(=O)c1cnn(-c2nc(-c3ccc(C)cc3)cs2)c1C(F)(F)F	1%	-21%	122%[activator]	97%[activator]	230%[activator]	17%	243%[activator]	-1%	-11%
O=C(NCc1ccc(OC(F)(F)F)cc1)c1ccc2c(c1)S(=O)(=O)c1ccccc1C2=O	-14%	-10%	-33%	.	.	-2%	30%	0%	.
NS(=O)(=O)c1ccc(CNC(=O)c2ccc(C(=O)c3ccccc3)cc2)cc1	-5%	-10%	-17%	.	.	8%	21%	-19%	.
CC1Cc2ccccc2N1S(=O)(=O)c1nnc(NC(=O)c2cccc(F)c2)s1 (stereo unspecified)	-11%	9%	-29%	-9%	-9%[59 µM]	10%	-10%	-1%	-5%
CNS(=O)(=O)c1ccc2c(c1)NC(=O)C1CCCN21 (stereo unspecified)	-1%	9%	-21%	-6%	?	-9%	27%	3%	0%
COc1ccc(CC(NC(C)=O)C(=O)NC2CCN(C(=O)Nc3ccccc3Cl)CC2)cc1OC (stereo unspecified)	i	-21%	-14%	5%	2%	14%	12%	7%	-2%
Cc1cc(=O)n(-c2ccc3ccccc3n2)[nH]1	-7%	12%	-21%	7%	9%[12.7 µM]	3%	8%	0%	-3%
CC(=O)Nc1cccc(C(=O)NCc2ccc3c(c2)CCN3C(C)=O)c1	3%	-13%	-2%	-6%	0%[59 µM]	16%	18%	?	2%
Cc1ccc(-n2ncc(Cl)c2C(=O)NCc2ccccc2)cc1	4%	11%	81%[activator]	22%	88%[activator]	-19%	90%[activator]	2%	-7%
CC1CN(CC(O)COc2ccc(C(=O)c3ccccc3)cc2)CC(C)O1 (stereo unspecified)	-8%	7%	-14%	-1%	-2%[59 µM]	19%	29%	-3%	0%
O=C(Cn1c(=O)oc2cc(S(=O)(=O)N3CCCCC3)ccc21)N1CCc2ccccc2C1	-1%	-5%	-21%	-4%	-13%	-11%	49%[activator]	5%	-2%
CCn1c2ccccc2c2n[nH]c(=S)nc21	.	-15%	-19%	-24%	7.9µM*	-13%	8%	7%	-2%
COc1cc(/C=N\NC(=O)c2ccc(-c3ccccc3)cc2)cc(Br)c1O	-2%	-14%	-10%	-25%	-18%	?	-2%	?	-5%
CCOC(=O)c1oc2ccccc2c1NC(=O)COc1ccc(F)cc1	2%	-6%	-4%	39%[activator]	-43%	20%	18%	3%	-7%
CC1(C)CC(=O)C=C(NCCO)C1	-3%	-16%	6%[11.4 µM]	4%	10%[59 µM]	3%	-12%	1%	2%
C/C(=N\NC(=O)c1cccc(S(=O)(=O)Nc2ccc(C)cc2C)c1)c1ccncc1	-4%	4%	-14%	-21%	-31%	3%	40%[activator]	-6%	.
Cc1ccc(S(=O)(=O)Oc2ccccc2/C=N/NC(=O)c2nn(C)cc2[N+](=O)[O-])cc1	-1%	3%	-25%	7%	4%	16%	14%	4%	2%
CCOC(=O)c1nnn(-c2nonc2N)c1-c1cccc2ccccc12	i	-2%	-12%	-4%	-30%	4%	14%	3%	-6%
COc1cc(/C=C/C(=O)OCC(=O)NC(=O)NC2CCCCC2C)ccc1OC(F)F (stereo unspecified)	i	-3%	-9%	-6%	9%[59 µM]	1%	19%	5%	.
O=C1COc2ccc(C(=O)COC(=O)c3nc(Cl)ccc3Cl)cc2N1	-8%	16%	-8%	12%	?	-8%	3%	2%	.
CCOC(=O)c1c(C)[nH]c(C(=O)COc2ccc3c(c2)OCO3)c1C	5%	-1%	-12%	-9%	?	7%	29%	17%	-1%
Cc1ccc(CCNC(=O)CN(C)S(=O)(=O)c2cnc[nH]2)cc1	-4%	17%	-11%	2%	-1%	5%	10%	-8%	5%
Cc1cc(=O)oc2cc(OCCc3ccccc3)ccc12	-7%	2%	41%[activator]	23%	22%[0.501 µM]	31%[activator]	79%[activator]	-5%	-5%
Cc1ccc(SCCC(=O)OCC(=O)Nc2ncc(Cl)cc2Cl)cc1	-3%	-10%	?	?	?	?	9%	-1%	-11%
Cc1ccc2occ(CN3CCN(c4ccccc4)CC3)c(=O)c2c1	0%	5%	?	-30%	-5%[12.7 µM]	0%	-9%	-6%	1%
CC(C)Oc1ccc(C(=O)NCCNC(=O)c2ccco2)cc1	i	-13%	-6%	-3%	28%	-15%	39%	0%	2%
CCCCNC(=O)O[C@@H]1C[C@H]2CCC(=O)N3CC[C@@H](C1)[C@@H]23	-5%	0%	1%	6%	3%	28%	30%	-1%	0%
COc1ccc(CNC(=O)CCCc2nnc3n(C(C)C)c(=O)c4sccc4n23)cc1	3%	-9%	-16%	-24%	-9%[59 µM]	29%	29%	-9%	2%
Brc1ccc(-c2csc3[n+]2CCCCC3)cc1	-3%	-4%	-21%	-34%	-22%[59 µM]	35%[activator]	-11%	-1%	-3%
CN(CC(=O)Nc1ccccc1Cl)C(=O)COC(=O)c1nc(Cl)ccc1Cl	i	-3%	-14%	12%	?	-3%	15%	-2%	.
CC(Oc1ccc(Cl)cc1Cl)C(=O)Nc1ccc2oc(-c3ccncc3)nc2c1 (stereo unspecified)	12%	-3%	-13%	10%	-5%[59 µM]	23%	12%	1%	-4%
COc1cccc(NC(=O)Nc2ccccc2C(N)=O)c1	9%	-1%	-14%	-4%	-3%	7%	22%	5%	-1%
NC(=O)CSc1nc2ccccc2n1-c1ccccc1	-7%	-1%	-9%	-1%	14%[59 µM]	-4%	17%	-1%	1%
Cc1cc(C)nc(NS(=O)(=O)c2ccc(NC(=O)c3cc(=O)c4ccc(C)c(C)c4o3)cc2)n1	-3%	2%	-27%	?	?	2%	34%	?	-5%
O=C(NOCc1ccccc1)c1ccc([N+](=O)[O-])cc1	3%	5%	-12%	2%	17%[12.7 µM]	21%	18%	-1%	.
O=C(NC1CCCC1)c1ccc2c(=O)n(Cc3ccccc3)c(SCc3cccc([N+](=O)[O-])c3)nc2c1	-1%	6%	-24%	0%	5%[59 µM]	10%	17%[57 µM]	8%	-1%
COc1ccc(-c2noc(CSc3nnc(C)n3-c3ccc(C)c(C)c3)n2)c(OC)c1	-5%	1%	-29%	-20%	-24%[59 µM]	2%	28%	-3%	2%
O=C(NCc1cccs1)c1cccc(Nc2nc3ccc(Br)cc3[nH]2)c1	i	0%	?	-26%	?	3%	9%	0%	-9%
CCc1ccc(OCC(=O)OCC(=O)c2c(N)n(C)c(=O)n(C)c2=O)cc1	-6%	1%	-25%	-13%	8%	175%[activator]	47%[activator]	1%	-4%
O=C(Nc1ccc(O)cc1)c1ccc2c(c1)C(=O)N(Cc1ccco1)C2=O	-12%	10%	?	?	-12%[59 µM]	?	-15%	?	-9%
NC(=O)c1cc(Br)cc2c3c([nH]c12)CCCC3	12%	-9%	?	-34%	-48%[59 µM]	-3%	-4%	-5%	-8%
Cc1ccccc1C(=O)O[C@H]1[C@H](Cc2ccccc2)NS(=O)(=O)[C@H]2CC3C=C[C@]12O3	9%	18%	-19%	.	.	-6%&-9%	53%[activator]	0%	.

Not all compounds are listed (hit frequency here may not be typical).
